ADAM17 inh: inhibits human ADAM17; P78536; recombinant ADAM17, EDANS/DABCYL FRET peptide cleavage; inhibition, % at 6.95 µM; actives 0.83% (n = 370,000);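 active = inhibition above the mean of compounds lying between control limits plus 3 SD, set per campaign, cut at about 8.5% in these data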;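 also: 0% = DMSO-only wells as the low control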
MBD2 inh: MBD2-methylated oligo binding inhibition; Q9UBB5; TR-FRET, MBD2 binding to methylated oligonucleotide; inhibition, % at 4.4 µM; actives 0.31% (n = 370,000); in the data active = inhibition above about 13%
Target sequence (Q9UBB5 whole entry, looked up): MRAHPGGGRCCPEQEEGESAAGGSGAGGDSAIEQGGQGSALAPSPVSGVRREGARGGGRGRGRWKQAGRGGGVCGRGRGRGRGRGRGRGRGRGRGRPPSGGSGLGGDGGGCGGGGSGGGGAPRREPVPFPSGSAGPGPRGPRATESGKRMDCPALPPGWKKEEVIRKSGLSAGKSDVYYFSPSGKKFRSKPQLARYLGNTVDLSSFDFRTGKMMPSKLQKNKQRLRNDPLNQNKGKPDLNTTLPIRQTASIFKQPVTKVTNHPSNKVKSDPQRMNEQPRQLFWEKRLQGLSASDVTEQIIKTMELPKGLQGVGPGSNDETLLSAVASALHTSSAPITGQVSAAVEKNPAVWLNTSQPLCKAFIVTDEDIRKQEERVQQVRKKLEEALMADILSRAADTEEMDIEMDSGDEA
DAX1 inh-1: inhibitors of human orphan nuclear receptor DAX1 (NR0B1); P51843; HEK293 Gal4-DAX1 luciferase reporter, luminescence; inhibition, % at 6.75 µM; actives 0.99% (n = 340,000); AID 504766;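 active = inhibition above the mean over all tested compounds plus 3 SD, cut at about 4.2% in these data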;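 also: 0% = DAX1-transfected cells with DMSO and 100% = empty-vector control cells with DMSO; inhibition shows as a rise in luminescence from relieved DAX1 repression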
Target sequence (P51843 207-470 limits assumed): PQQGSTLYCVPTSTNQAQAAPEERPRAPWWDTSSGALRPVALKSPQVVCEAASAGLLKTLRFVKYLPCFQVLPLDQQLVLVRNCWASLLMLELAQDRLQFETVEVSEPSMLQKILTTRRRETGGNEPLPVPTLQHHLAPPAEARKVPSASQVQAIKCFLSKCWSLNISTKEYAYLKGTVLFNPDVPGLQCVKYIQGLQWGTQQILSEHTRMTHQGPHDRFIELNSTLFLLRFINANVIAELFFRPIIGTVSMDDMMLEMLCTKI
ssDAF-12 act: activators of S. stercoralis DAF-12 nuclear receptor; activation, % at 6.8 µM; AID 652126; actives 1% (n = 370,000); HEK293 ssDAF-12/GRIP1 lit1-tk-luc reporter, luminescence; % of 3 µM dafachronic acid response;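 active = activation above the mean over all tested compounds plus 3 SD, cut at about 0.9% in these data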;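 also: 0% = DMSO-only wells and 100% = 3 µM delta7-dafachronic acid wells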
SMARCA2 activ: SMARCA2 function activation, primary screen; activation, % at 9.1 µM; actives 1% (n = 370,000); MG213 cells, MMTV-luciferase reporter, dexamethasone, overnight; in the data active = activation above about 7.8%;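 also: 0% = vehicle wells and 100% = reference activator wells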
hcDAF12 agonist: activators of H. contortus DAF-12 nuclear receptor | actives 1.4% (n = 370,000) | HEK293 hcDAF-12 lit1-tk-luc reporter, luminescence; 0% DMSO, 100% Δ7-dafachronic acid | activation, % at 6.8 µM | AID 652067;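 active = activation above the mean of all tested compounds plus 3 SD, cut at about 5.5% in these data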;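 also: 100% = response to 3 µM Δ7-dafachronic acid high control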
DAX1 inh-2: inhibitors of DAX1 repression of SF-1 activated StAR promoter | AID 652010 | inhibition, % at 6.8 µM | HEK293T StAR-luciferase reporter, SF-1/DAX-1 repression relief | actives 1.1% (n = 370,000);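 active = inhibition above the mean over all tested compounds plus 3 SD, cut at about 3.6% in these data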;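 also: 0% = DAX-1 cells with DMSO and 100% = cells lacking DAX-1 with DMSO; higher inhibition means more luminescence from relief of DAX-1 repression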
NR1D1 modulator: modulators of human Rev-erb alpha DNA binding; AID 1259318; activity, % at 10 µM; Rev-erbα–FITC-DNA binding, fluorescence polarization, 90 min; P20393; actives 0.79% (n = 370,000);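 active = activity above about 14%, limit read from the data; passing the limit was not always enough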;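 also: 0% = DMSO wells with 35 nM protein and 100% = DMSO wells with 750 nM protein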
hgDAF-12 ag: activates the H. glycines DAF-12 receptor ligand-binding domain. actives 1.8% (n = 370,000). AID 687014. HEK293 GAL4-hgDAF12 UAS-luciferase reporter, agonist luminescence; normalized to butyrate control. activation, % at 6.8 µM;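 active = activation above a cutoff set at the mean of all screened compounds plus 3 SD, cut at about 10% in these data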;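 also: 0% = DMSO wells and 100% = sodium butyrate wells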
PLCb3 inh: blocks human PLC-beta3 enzyme activity | Q01970 | AID 720704 | actives 0.18% (n = 370,000) | inhibition, % at 12.2 µM | Purified PLC-beta3, fluorogenic substrate, fluorescence; in the data active = inhibition above about 11%;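 also: 0% = median of compound wells on plate and 100% = full blocker control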
PLCg1 inh: PLC-gamma1 (human) inhibition, primary screen; P19174; purified PLC-gamma1, fluorogenic substrate, fluorescence; inhibition, % at 12.2 µM; actives 0.84% (n = 370,000); AID 720700; in the data active = inhibition above about 9.5%
An asterisk follows results filed as active.

COc1ccc(NC(=O)C(c2ccnc3ccccc23)n2c(=O)c(-c3ccco3)nc3ccccc32)cc1 (stereo not drawn) was read as ADAM17 inh -5.5, MBD2 inh -10.2, ssDAF-12 act -0.3, SMARCA2 activ -1.1, hcDAF12 agonist 2.5, DAX1 inh-2 0.5, NR1D1 modulator -7.7, hgDAF-12 ag 1.6, PLCb3 inh -21.1 and PLCg1 inh -19.8.
Screening CCOc1ccccc1NC(=O)NC1CCCc2ccccc21 (stereo not drawn) returned ADAM17 inh -1.1, MBD2 inh 1.5, DAX1 inh-1 -0.1, ssDAF-12 act -0.9, SMARCA2 activ -2.5, hcDAF12 agonist 2.4, DAX1 inh-2 -1.9, NR1D1 modulator 2.0, hgDAF-12 ag -1.9, PLCb3 inh -6.2 and PLCg1 inh -4.3.
For Cc1n[nH]c(C)c1S(=O)(=O)NCCc1ccccc1 the results were ADAM17 inh 3.0, MBD2 inh -4.5, ssDAF-12 act -1.8, SMARCA2 activ -3.2, hcDAF12 agonist 0.3, DAX1 inh-2 -0.6, NR1D1 modulator -5.8, hgDAF-12 ag 0.9, PLCb3 inh 5.6 and PLCg1 inh 4.7.
Screening Cc1ccccc1NC(=O)CSc1nnc(-c2cc(-c3ccccc3)n[nH]2)n1N returned ADAM17 inh 0.0, MBD2 inh -3.1, ssDAF-12 act -1.8, SMARCA2 activ 0.5, hcDAF12 agonist 0.0, DAX1 inh-2 -3.3, NR1D1 modulator -5.7, hgDAF-12 ag 4.1, PLCb3 inh 0.8 and PLCg1 inh -1.3.
`O=C(CCn1nnnc1CN1CCOCC1)N1CCC(c2ccccc2Cl)C1` (stereo not drawn) gave ADAM17 inh -1.0, MBD2 inh 1.5, DAX1 inh-1 -1.1, ssDAF-12 act -1.5, SMARCA2 activ -1.9, hcDAF12 agonist -2.1, DAX1 inh-2 -0.4, NR1D1 modulator -1.5, hgDAF-12 ag -1.9, PLCb3 inh -10.4 and PLCg1 inh -0.7.
`COc1ccc(C(c2c(O)nc[nH]c2=O)c2c(O)nc[nH]c2=O)cc1` gave ADAM17 inh -3.1, MBD2 inh -3.2, ssDAF-12 act -1.1, SMARCA2 activ -4.6, hcDAF12 agonist -2.4, DAX1 inh-2 0.8, NR1D1 modulator -2.2, hgDAF-12 ag 2.2, PLCb3 inh -5.0 and PLCg1 inh 0.7.
For CNC(=S)N/N=C/c1c(C)nn(-c2cccc(Cl)c2)c1Cl the results were ADAM17 inh 1.2, MBD2 inh -1.9, DAX1 inh-1 0.2, ssDAF-12 act -1.9, SMARCA2 activ 0.6, hcDAF12 agonist -0.9, DAX1 inh-2 -0.4, NR1D1 modulator 0.1, hgDAF-12 ag -0.3, PLCb3 inh 2.8 and PLCg1 inh 3.3.
For C[C@@H]1CN([C@@H](C)CO)C(=O)CCCn2nncc2CO[C@H]1CN(C)Cc1ccccc1C(F)(F)F the results were ADAM17 inh -6.1, MBD2 inh 2.6, DAX1 inh-1 0.1, ssDAF-12 act -1.4, SMARCA2 activ -4.4, hcDAF12 agonist -0.6, DAX1 inh-2 -0.1, NR1D1 modulator 1.5, hgDAF-12 ag -0.4, PLCb3 inh -2.8 and PLCg1 inh 1.7.
CSc1ncccc1C(=O)OCC(=O)c1cc(C)n(CC2CCCO2)c1C (stereo not drawn) was read as ADAM17 inh -4.2, MBD2 inh 1.0, DAX1 inh-1 2.5, ssDAF-12 act -0.3, SMARCA2 activ -3.9, hcDAF12 agonist 2.6, DAX1 inh-2 1.1, NR1D1 modulator -3.0, hgDAF-12 ag 7.1, PLCb3 inh -8.3 and PLCg1 inh -1.6.
O=C(N/N=C\c1cccc(F)c1)c1ccc(-c2ccccc2)cc1 was read as ADAM17 inh 0.2, MBD2 inh 1.0, DAX1 inh-1 1.3, ssDAF-12 act -0.9, SMARCA2 activ -0.9, hcDAF12 agonist 0.6, DAX1 inh-2 -0.5, NR1D1 modulator 1.5, hgDAF-12 ag -0.2, PLCb3 inh -17.7 and PLCg1 inh -6.1.
For CCCC(C(=O)O)N1C(=O)/C(=C2\C(=O)N(C)c3ccccc32)SC1=S (stereo not drawn) the results were ADAM17 inh -3.9, MBD2 inh -5.0, DAX1 inh-1 -0.5, ssDAF-12 act 0.1, SMARCA2 activ -2.1, hcDAF12 agonist 2.5, DAX1 inh-2 0.0, NR1D1 modulator 0.7, hgDAF-12 ag -0.3, PLCb3 inh -4.4 and PLCg1 inh -2.6.
Cn1c2c(c(=O)n(C)c1=O)C(c1cc3c(cc1Br)OCO3)CC(=O)N2 (stereo not drawn) was read as ADAM17 inh 0.3, MBD2 inh 2.4, DAX1 inh-1 0.8, ssDAF-12 act -1.4, SMARCA2 activ -4.3, hcDAF12 agonist -1.2, DAX1 inh-2 0.6, NR1D1 modulator 3.0, hgDAF-12 ag -0.4, PLCb3 inh 2.6 and PLCg1 inh 1.9.
For O=C(COc1ccc(Cl)cc1)NCc1nnc(SCC(=O)Nc2ccc3c(c2)OCCO3)o1 the results were ADAM17 inh -1.2, MBD2 inh 4.1, DAX1 inh-1 -0.8, ssDAF-12 act -1.0, SMARCA2 activ -2.6, hcDAF12 agonist -1.5, DAX1 inh-2 0.1, NR1D1 modulator 0.7, hgDAF-12 ag -1.6, PLCb3 inh -0.1 and PLCg1 inh -1.5.
For Cc1ccc(-n2c(CNc3ccc(F)cc3)nnc2SCC(=O)O)cc1 the results were ADAM17 inh 2.4, MBD2 inh -3.0, ssDAF-12 act -1.4, SMARCA2 activ -0.6, hcDAF12 agonist 0.4, DAX1 inh-2 0.2, NR1D1 modulator -7.5, hgDAF-12 ag -0.2, PLCb3 inh 3.7 and PLCg1 inh -3.3.
Cc1cccc(C)c1Nc1nnc(SCC(=O)NCc2ccco2)s1 was read as ADAM17 inh 0.5, MBD2 inh 1.0, DAX1 inh-1 -1.1, ssDAF-12 act -0.6, SMARCA2 activ -1.8, hcDAF12 agonist -0.6, DAX1 inh-2 -0.3, NR1D1 modulator -2.9, hgDAF-12 ag -0.7, PLCb3 inh 5.3 and PLCg1 inh 1.7.
CN(CC(=O)NC1(C)CCS(=O)(=O)C1)S(=O)(=O)c1ccc(Cl)cc1 (stereo not drawn) was read as ADAM17 inh -2.6, MBD2 inh 5.2, DAX1 inh-1 0.9, ssDAF-12 act -1.3, SMARCA2 activ -1.5, hcDAF12 agonist 0.1, DAX1 inh-2 1.6, NR1D1 modulator 5.1, hgDAF-12 ag 3.0, PLCb3 inh -6.5 and PLCg1 inh -2.1.
For CC(C)=C(NC(=O)c1ccccc1)C(=O)Nc1cccc(C(=O)O)c1 the results were ADAM17 inh -3.0, MBD2 inh 0.0, DAX1 inh-1 0.6, ssDAF-12 act -1.5, SMARCA2 activ -3.0, hcDAF12 agonist -1.3, DAX1 inh-2 -0.4, NR1D1 modulator -2.9, hgDAF-12 ag -2.2, PLCb3 inh -1.5 and PLCg1 inh 1.4.
Cc1cccc2cc(CN(CCN3CCOCC3)C(=O)NCc3ccccc3)c(=O)[nH]c12 was read as ADAM17 inh -8.6, MBD2 inh -3.5, DAX1 inh-1 -0.1, ssDAF-12 act -0.3, SMARCA2 activ -0.5, hcDAF12 agonist -0.3, DAX1 inh-2 0.8, NR1D1 modulator -0.7, hgDAF-12 ag 0.2, PLCb3 inh 0.3 and PLCg1 inh 0.2.
For O=C(O)c1ccc2c(c1)C(=O)N(CCC1=CCCCC1)C2=O the results were ADAM17 inh -4.3, MBD2 inh 2.8, DAX1 inh-1 0.5, ssDAF-12 act -0.7, SMARCA2 activ 0.8, hcDAF12 agonist -0.3, DAX1 inh-2 -0.3, NR1D1 modulator 1.2, hgDAF-12 ag -1.4, PLCb3 inh -1.1 and PLCg1 inh 12.9*.
Cc1ccccc1NC(=O)Nc1cc(-c2ccccc2)nn1C was read as ADAM17 inh -1.0, MBD2 inh -2.0, DAX1 inh-1 6.6*, ssDAF-12 act -1.3, SMARCA2 activ 2.4, hcDAF12 agonist 1.5, DAX1 inh-2 0.3, NR1D1 modulator 4.8, hgDAF-12 ag 1.2, PLCb3 inh -2.7 and PLCg1 inh 1.7.
`O=Cc1ccc(Cl)c(Cl)c1` gave ADAM17 inh -1.2, MBD2 inh -1.4, DAX1 inh-1 1.1, ssDAF-12 act -1.1, SMARCA2 activ -2.8, hcDAF12 agonist -3.2, DAX1 inh-2 -0.2, NR1D1 modulator 4.8, hgDAF-12 ag -1.0, PLCb3 inh -0.3 and PLCg1 inh 0.5.
COc1ccc(NC(=O)c2ccccc2F)cc1Cl was read as ADAM17 inh -5.3, MBD2 inh 4.7, DAX1 inh-1 1.2, ssDAF-12 act -0.2, SMARCA2 activ 5.6, hcDAF12 agonist 3.0, DAX1 inh-2 2.2, NR1D1 modulator -2.1, hgDAF-12 ag 11.2*, PLCb3 inh -0.1 and PLCg1 inh 1.1.
`CCOC(=O)C1CCN(CC(O)COc2ccc(S(=O)(=O)N3CCCC3)cc2[N+](=O)[O-])CC1` (stereo not drawn) gave ADAM17 inh -4.3, MBD2 inh -1.8, DAX1 inh-1 0.0, ssDAF-12 act -0.5, SMARCA2 activ 0.5, hcDAF12 agonist -1.1, DAX1 inh-2 -0.8, NR1D1 modulator -0.8, hgDAF-12 ag -1.7, PLCb3 inh 1.5 and PLCg1 inh -1.1.
Cc1nnsc1C(=O)N1CCCC1(C)C(=O)O (stereo not drawn) was read as ADAM17 inh -1.9, MBD2 inh 8.0, ssDAF-12 act -1.1, SMARCA2 activ 0.9, hcDAF12 agonist -0.9, DAX1 inh-2 -0.7, NR1D1 modulator 3.4, hgDAF-12 ag 1.9, PLCb3 inh 1.0 and PLCg1 inh 2.0.
COc1ccc(S(=O)(=O)CCC(=O)NCCc2ccc(S(N)(=O)=O)cc2)cc1 was read as ADAM17 inh -0.6, MBD2 inh 3.2, DAX1 inh-1 1.1, ssDAF-12 act -0.9, SMARCA2 activ 0.3, hcDAF12 agonist 0.7, DAX1 inh-2 -1.1, NR1D1 modulator 2.8, hgDAF-12 ag -0.5, PLCb3 inh 3.6 and PLCg1 inh 0.1.
Cc1ccccc1-c1cnc(C(O)c2c(C)ccc3ccccc23)[nH]1 (stereo not drawn) was read as ADAM17 inh 0.5, MBD2 inh 0.8, ssDAF-12 act -0.2, SMARCA2 activ 0.0, hcDAF12 agonist 0.2, DAX1 inh-2 0.1, NR1D1 modulator 1.2, hgDAF-12 ag -0.6, PLCb3 inh -8.2 and PLCg1 inh -2.8.
`COc1ccc(Cl)cc1Nc1nc(-c2cccnc2)cs1` gave ADAM17 inh 4.7, MBD2 inh -2.2, DAX1 inh-1 -1.8, ssDAF-12 act -1.0, SMARCA2 activ -1.9, hcDAF12 agonist -2.1, DAX1 inh-2 -0.8, NR1D1 modulator 5.8, hgDAF-12 ag 1.0, PLCb3 inh -2.7 and PLCg1 inh -3.0.

Two neighbouring entries from above, for reference:
Cc1ccccc1-c1cnc(C(O)c2c(C)ccc3ccccc23)[nH]1 (stereo not drawn) was read as ADAM17 inh 0.5, MBD2 inh 0.8, ssDAF-12 act -0.2, SMARCA2 activ 0.0, hcDAF12 agonist 0.2, DAX1 inh-2 0.1, NR1D1 modulator 1.2, hgDAF-12 ag -0.6, PLCb3 inh -8.2 and PLCg1 inh -2.8.
`COc1ccc(Cl)cc1Nc1nc(-c2cccnc2)cs1` gave ADAM17 inh 4.7, MBD2 inh -2.2, DAX1 inh-1 -1.8, ssDAF-12 act -1.0, SMARCA2 activ -1.9, hcDAF12 agonist -2.1, DAX1 inh-2 -0.8, NR1D1 modulator 5.8, hgDAF-12 ag 1.0, PLCb3 inh -2.7 and PLCg1 inh -3.0.

Screens from PubChem BioAssay.
